# All columns: NCI-60 one-dose screen, growth in % after 48 h at 10 µM unless noted; 100 = growth as untreated, 0 = no growth, -100 = all killed.
# NCI-H322M – NCI-H322M lung cancer. 80,000 compounds, 2.7% hits
# TK-10 – TK-10 renal cancer cells | 81,000 compounds, 3.9% hits
# UO-31 – UO-31 renal cancer; 81,000 compounds, 5.2% hits; AID 1794768
# RXF 393 – RXF 393 renal cancer cells; 77,000 compounds, 6.9% hits; AID 1794773
# NCI-H460 – NCI-H460 lung cancer; 82,000 compounds, 6.8% hits; AID 1794736
# CAKI-1 – CAKI-1 renal cancer. 75,000 compounds, 4.7% hits. AID 1794772
# NCI-H522 – NCI-H522 lung cancer; 78,000 compounds, 8% hits
# ACHN – ACHN renal cancer | 81,000 compounds, 4.9% hits | AID 1794771
# 786-0 – 786-0 renal cancer cells; 81,000 compounds, 5.1% hits
# Starred values were filed as active, the others as inactive; nt = not tested or not shown; & = joins results of further samples. The calls were made as follows: active = growth percent below 10; inactive = the rest.
SMILES,NCI-H322M,TK-10,UO-31,RXF 393,NCI-H460,CAKI-1,NCI-H522,ACHN,786-0
O=C(O)c1cccnc1Br,112.3,112.9,73.5,121.0,112.7,94.1,84.8,99.6,90.2
S=C(N/N=C/c1ccc(I)cc1)NC12CC3CC(CC(C3)C1)C2,99.5,120.8,87.9,93.1,105.4,103.4,nt,95.5,107.2
Nc1nc2c(C(=O)Nc3ccc(Cl)cc3)c(Nc3ccccc3)nn2c(Nc2ccccc2)c1-c1nc2ccccc2s1,82.1,108.3,70.0,99.7,56.8,65.5,52.0,70.4,84.0
COc1ccc(-c2c(C)nc(N)nc2-c2ccc(OC)cc2O)cc1,89.8,98.8,78.2,104.5,103.3,104.0,90.0,105.3,92.5
Cc1c2cccnc2c(C)c2c1c1cc(O)ccc1n2C,65.4,132.6,46.7,94.4,28.3,52.7,58.1,24.5,55.7
O=C(c1cccc(C(=O)c2ccc3c4c(cccc24)C(=O)N(c2ccccc2)C3=O)c1)c1ccc2c3c(cccc13)C(=O)N(c1ccccc1)C2=O,113.3,115.2,89.8,101.8,104.4,100.2,85.0,101.7,106.4
c1ccc(-c2cn(-c3ccccc3)c(-c3ccccc3)n2)cc1,104.1,81.8,41.4,79.9,89.5,98.4,73.9,91.1,71.5
COc1ccc(CNC(=O)Cn2c(-c3cncs3)nc3ccccc32)cc1,90.5,99.3,80.0,101.3,105.5,108.8,84.9,100.5,98.6
N#C/C(=C\c1ccccc1)C(=O)Nc1cc(-c2ccccc2)nn1-c1ccccc1,101.7,97.1,93.8,95.6,100.8,92.3,92.7,98.7,96.9
CSc1cccc([N+](=O)[O-])c1,102.0,107.7,95.7,99.0,113.9,101.0,84.0,101.8,100.8
Clc1ccc(N=Nc2ccccc2)cc1,98.1,103.2,84.6,116.0,104.5,97.3,97.2,100.4,112.3
COc1ccc(Cc2nnc(Nc3nc4ccccc4s3)s2)cc1,89.1,102.8,81.2,97.8,102.3,96.1,100.1,97.2,98.1
CCCCC(CC)COCCCN (stereo not drawn),106.3,96.6,92.2,118.2,107.9,102.0,83.5,105.2,99.5
NS(=O)(=O)c1ccc(CCn2c(SCC(=O)N/N=C/c3ccccc3)nc3ccccc3c2=O)cc1,104.7,120.7,82.3,99.9,96.7,99.7,78.3,100.2,101.6
Clc1ccc(-n2ncc3c(Nc4ccccc4)ncnc32)cc1,92.7,142.6,86.2,102.2,97.3,80.9,92.9,83.5,100.7
N#Cc1nc(C(c2ccccc2)c2ccccc2)oc1NCCN1CCCCC1,96.2,87.5,69.7,102.2,104.5,nt,92.8,89.3,86.6
Nc1ccn([C@@H]2O[C@H](COP(=O)(O)O[C@@H]3C[C@H](n4cc(F)c(=O)[nH]c4=O)O[C@@H]3COP(=O)(O)O[C@@H]3C[C@H](n4cc(F)c(=O)[nH]c4=O)O[C@@H]3COP(=O)(O)O[C@@H]3C[C@H](n4cc(F)c(=O)[nH]c4=O)O[C@@H]3COP(=O)(O)O[C@@H]3C[C@H](n4cc(F)c(=O)[nH]c4=O)O[C@@H]3COP(=O)(O)O[C@@H]3C[C@H](n4cc(F)c(=O)[nH]c4=O)O[C@@H]3COP(=O)(O)O[C@@H]3C[C@H](n4cc(F)c(=O)[nH]c4=O)O[C@@H]3COP(=O)(O)O[C@@H]3C[C@H](n4cc(F)c(=O)[nH]c4=O)O[C@@H]3COP(=O)(O)O[C@@H]3C[C@H](n4cc(F)c(=O)[nH]c4=O)O[C@@H]3COP(=O)(O)O[C@@H]3C[C@H](n4cc(F)c(=O)[nH]c4=O)O[C@@H]3COP(=O)(O)O[C@@H]3C[C@H](n4cc(F)c(=O)[nH]c4=O)O[C@@H]3COP(=O)(O)OCCOCCOCCOCCOCCOCCO)[C@H](O)C2O)c(=O)n1 (stereo partly drawn),83.5,56.3,13.5,63.9,6.3*,26.7,45.0,11.7,28.2
NCCCc1nnc(CCC(=O)c2nc3ncccc3[nH]2)o1,105.3,105.0,86.9,102.7,105.3,89.6,100.1,101.3,97.8
COc1cc(-c2ccc[nH]2)[nH]c1/C=C1\N=C(C)C(C(=O)CCCCC(=O)Nc2ccc(-c3c4nc(c(-c5ccccc5)c5ccc([nH]5)c(-c5ccccc5)c5nc(c(-c6ccccc6)c6ccc3[nH]6)C=C5)C=C4)cc2)=C1C,109.8,107.3,102.3,108.8,102.7,98.6,107.4,100.4,100.1
Nc1[nH]c(=O)sc1N=Nc1cccc2c1C(=O)c1ccccc1C2=O,95.7,107.5,90.6,105.3,104.7,95.0,83.9,96.1,102.4
CCCCCCn1c(-c2ccc(OC)c(OC3CCCC3)c2)nc(-c2ccccc2)c1-c1ccccc1,85.6,87.4,44.4,67.2,56.3,60.0,42.2,48.9,79.0
CC1Cc2cc(F)ccc2-n2cccc21 (stereo not drawn),100.1,96.5,99.5,135.7,98.7,101.5,100.5,106.2,111.2
CCOC(=O)c1c(NC(=O)C2CC2)nn(C)c1Nc1ccccc1,94.4,107.8,87.5,101.1,101.0,86.4,97.2,104.8,101.3
Cc1cccc(NC=O)c1,121.6,119.2,95.9,105.4,112.6,111.5,93.0,101.5,110.5
Clc1ccc(C2SC=Cc3ccccc32)cc1 (stereo not drawn),88.8,89.1,69.0,nt,117.0,84.1,85.9,90.1,93.8
CC(=O)Nc1nc2c(c(N)c1C#N)C(c1cccc(Br)c1)C1=C(CC(C)(C)CC1=O)N2c1sc2c(c1C#N)CCCC2 (stereo not drawn),82.8,55.7,30.9,37.4,40.4,59.3,55.0,36.1,46.7
COc1ccccc1CNC1CCCCC1,111.3,102.5,90.6,105.6,110.6,100.5,92.5,107.0,96.5
COCc1c(-c2ccc(NC(=O)Nc3cc(C(F)(F)F)ccc3F)c(F)c2)c2c(N)ncnn2c1CN1CCOCC1,-17.0*,-43.0*,-20.0*,-88.4*,-47.2*,-11.4*,-55.3*,-1.8*,-43.5*
CCCCCCCCc1ccc(O)c(Cl)c1,85.5,104.6,52.4,114.8,102.0,nt,98.8,103.9,91.9
Oc1ccc(-c2[nH]ncc2-c2c[nH]c3ccccc23)cc1,97.0,124.9,49.5,109.3,99.4,88.9,85.7,95.0,108.7

# Five records picked at random from the list so far, as already listed:
SMILES,NCI-H322M,TK-10,UO-31,RXF 393,NCI-H460,CAKI-1,NCI-H522,ACHN,786-0
Nc1ccn([C@@H]2O[C@H](COP(=O)(O)O[C@@H]3C[C@H](n4cc(F)c(=O)[nH]c4=O)O[C@@H]3COP(=O)(O)O[C@@H]3C[C@H](n4cc(F)c(=O)[nH]c4=O)O[C@@H]3COP(=O)(O)O[C@@H]3C[C@H](n4cc(F)c(=O)[nH]c4=O)O[C@@H]3COP(=O)(O)O[C@@H]3C[C@H](n4cc(F)c(=O)[nH]c4=O)O[C@@H]3COP(=O)(O)O[C@@H]3C[C@H](n4cc(F)c(=O)[nH]c4=O)O[C@@H]3COP(=O)(O)O[C@@H]3C[C@H](n4cc(F)c(=O)[nH]c4=O)O[C@@H]3COP(=O)(O)O[C@@H]3C[C@H](n4cc(F)c(=O)[nH]c4=O)O[C@@H]3COP(=O)(O)O[C@@H]3C[C@H](n4cc(F)c(=O)[nH]c4=O)O[C@@H]3COP(=O)(O)O[C@@H]3C[C@H](n4cc(F)c(=O)[nH]c4=O)O[C@@H]3COP(=O)(O)O[C@@H]3C[C@H](n4cc(F)c(=O)[nH]c4=O)O[C@@H]3COP(=O)(O)OCCOCCOCCOCCOCCOCCO)[C@H](O)C2O)c(=O)n1 (stereo partly drawn),83.5,56.3,13.5,63.9,6.3*,26.7,45.0,11.7,28.2
CSc1cccc([N+](=O)[O-])c1,102.0,107.7,95.7,99.0,113.9,101.0,84.0,101.8,100.8
COc1ccccc1CNC1CCCCC1,111.3,102.5,90.6,105.6,110.6,100.5,92.5,107.0,96.5
Cc1cccc(NC=O)c1,121.6,119.2,95.9,105.4,112.6,111.5,93.0,101.5,110.5
O=C(c1cccc(C(=O)c2ccc3c4c(cccc24)C(=O)N(c2ccccc2)C3=O)c1)c1ccc2c3c(cccc13)C(=O)N(c1ccccc1)C2=O,113.3,115.2,89.8,101.8,104.4,100.2,85.0,101.7,106.4

# Remaining list, next part
SMILES,NCI-H322M,TK-10,UO-31,RXF 393,NCI-H460,CAKI-1,NCI-H522,ACHN,786-0
CC(=O)[C@H]1CC[C@H]2[C@@H]3CC[C@@H]4C[C@H](OC(=O)CCC(=O)O)CC[C@]4(C)[C@H]3C(=O)C[C@]12C,109.3,115.5,84.1,121.4,98.4,90.3,95.6,101.1,101.6
COc1ccc(/C=C2\CC/C(=C\c3ccc(OC)cc3)C2=O)cc1,98.8&96.7,101.3&108.4,83.2&93.2,109.4&106.9,103.6&105.0,102.2&92.2,79.4&101.7,98.3&103.9,104.4&108.7
Nc1n[nH]c2cccc(C#Cc3cccc(NC(=O)c4cc(F)cc(C(F)(F)F)c4)c3)c12,93.9,111.0,36.8,62.8,77.8,104.0,62.6,64.7,86.4
CCNc1nnc(CSc2nc3ccccc3c(=O)n2CCc2ccccn2)s1,109.7,110.5,89.6,105.9,103.7,97.8,100.9,88.3,91.0
CC(C)CCC[C@@H](C)[C@H]1CCC2C3=CCn4c(=O)ccc(=O)n4C3CC[C@@]21C (stereo partly drawn),-55.3*,-83.1*,-88.5*,-76.0*,-89.9*,-91.6*,-66.1*,-95.1*,-100.0*
CN(Cc1cc(Br)cc(Br)c1O)Cc1cc(Br)cc(Br)c1O,26.4,40.6,23.4,55.4,19.1,24.6,3.4*,31.4,39.9
Cc1ccc(C(=O)Sc2nc(-c3ccc(Cl)cc3)c(C#N)c(=O)[nH]2)cc1,96.4,114.8,75.7,118.1,106.6,85.4,94.5,96.2,100.1
O=C(CSc1nnc(-c2cccs2)n1-c1ccccc1)Nc1ccc(Cl)cc1,97.7,125.7,67.1,113.7,101.8,87.2,88.7,92.0,100.4
NC(=S)N/N=C\c1nccc2c(C(F)(F)C(F)(F)C(F)(F)F)cccc12,-1.7*,11.9,-31.9*,-11.7*,-25.9*,-5.1*,-20.7*,-0.9*,-48.3*
Cc1[nH]c2ncnc(Oc3ccc(NC(=O)Nc4ccc(Cl)cc4)cc3)c2c1C,101.6,105.7,80.5,104.9,96.8,nt,78.4,95.8,103.6
O=C1CCCC2=C1C(c1cccc(F)c1)c1cc3c(cc1N2CCO)OCO3 (stereo not drawn),87.6,83.2,80.8,96.6,104.9,92.1,83.1,100.2,92.5
O=c1[nH][nH]c2c([N+](=O)[O-])ccc(F)c12,102.2,119.8,97.2,106.2,103.1,105.3,92.2,100.4,116.4
CN1CC(c2ccc(Br)cc2)C(C(=O)c2cccc(O)c2)C12C(=O)c1ccccc1C2=O (stereo not drawn),107.5,109.9,77.3,107.6,106.7,93.0,97.5,102.3,103.3
CCN(CC)CC(C)C(O)(c1ccccc1)c1ccccc1 (stereo not drawn),104.6,91.8,90.0,110.0,114.1,99.6,88.7,98.3,94.5
COc1cc(/C=C/C(=O)/C=C/c2cc(OC)c3c(c2)OCO3)cc2c1OCO2,108.0,136.0,88.1,72.4,105.3,92.6,101.2,102.3,100.5
CCOC(=O)Cc1nnn(C)n1,115.2,110.4,105.1,110.7,110.4,98.0,98.6,108.3,120.7
Cc1cc(C(F)(F)F)ccc1C(=O)Nc1sc2c(c1C#N)CCC(=O)C2,29.8,-2.0*,-98.0*,-64.9*,4.7*,-50.8*,-62.9*,-95.9*,12.7
COc1ccc(C(=O)COc2cccc(/C=C3\Cc4ccccc4C3=O)c2)cc1,nt,110.8,12.1,nt,110.7,76.4,56.6,95.8,82.2
CC(=O)Nc1ccc(NC(=O)/C=C\C(=O)O)cc1,105.8,112.2,85.6,108.7,104.8,92.1,109.2,111.9,126.8
COc1cc(/C=N/Nc2ncnc3c2c(C)nn3-c2ccc(Cl)cc2)ccc1O,72.9,112.8,67.3,91.6,56.5,75.4,70.2,78.0,83.4
Cc1ccc(-c2cnc3sc(C(=O)NCc4ccccc4)c(C)n23)cc1,100.9,139.1,84.7,110.1,105.2,100.5,86.5,103.7,106.1
CN(C)Cc1cc(S(=O)(=O)c2cc(CN(C)C)c(O)c(CN(C)C)c2)cc(CN(C)C)c1O,102.7,100.9,88.0,119.3,105.2,87.9,92.4,101.0,102.2
COc1cc(OC)c2c(c1Cl)O[C@]1(C2=O)C(OCc2ccccc2)=CC(=O)C[C@H]1C,36.4,15.9,9.0*,0.2*,6.2*,10.9,-24.7*,6.9*,37.8
COc1ccc(Cc2ccc(O)cc2)cc1,102.5,96.8,84.5,98.5,108.6,97.9,nt,101.4,108.9
COC(=O)[C@]12CC[C@@H](C)[C@H](C)[C@@H]1C1=CC[C@@H]3[C@@]4(C)CC(=O)[C@H](O)[C@@](C)(CO)[C@@H]4C(=O)C[C@@]3(C)[C@]1(C)CC2,18.4,22.1,-75.4*,-41.4*,-48.9*,-66.4*,-65.9*,-51.5*,0.1*
CC(=O)O[C@]1(C(C)=O)CC[C@H]2[C@@H]3C[C@@H]4O[C@@]45C[C@@H](O)CC[C@]5(C)[C@H]3CC[C@@]21C,109.2,106.4,65.9,114.8,112.5,99.5,nt,105.5,119.9
CCOC(=O)n1cc(-c2nonc2-c2cn(C(=O)OCC)c3ccc(F)cc23)c2cc(F)ccc21,84.6,87.1,71.5,97.9,99.2,66.4,81.9,92.0,100.1
Cc1ccc(C2=Nc3ccc(Cl)cc3C3=NNCC(=O)NN23)cc1,102.8,nt,82.3,128.0,100.9,86.1,nt,96.9,110.5
Cc1cc(N(C)C)nc(SCc2ccc(Cl)cc2Cl)n1,97.4,63.8,81.2,96.5,101.2,78.3,85.3,106.6,76.9
CC(=O)c1cc(C(C)=O)cc(C(C)=O)c1,106.8,122.4,98.9,108.8,114.6,101.7,103.8,95.3,101.9
